# Screening data from PubChem BioAssay.
# Arr AP2 block = human beta-arrestin and AP2 interaction inhibition; FITC-arrestin peptide / GST-AP2 beads, flow cytometry; AP2 beta2 appendage carries R879A mutation; inhibition, % at 10 µM; hit rate 0.31% among 340,000; AID 504490;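 active = inhibition above a set limit, near 3 SD of compounds lacking own fluorescence, cut at about 54% in these data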;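 note: plate controls were DMSO wells for no effect and 5 µM unlabelled arrestin peptide for full effect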
#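 System: GST-tagged AP2 beta2-adaptin appendage (R879A) on 4 µm glutathione beads / Reagent: FITC-arrestin peptide, 50 nM / Detection: HyperCyt-sampled flow cytometry, FL1 channel, ex 488/em 535 nm / Timing: 12 min plus 1 h, RT / Buffer or medium: PBS plus Tween 20 (0.05%) and BSA (0.1%)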
# NSD2 HMT inh = NSD2 (human) methyltransferase inhibition; hit rate 0.54% among 310,000; NSD2 peptide methylation, AlphaScreen, 120 min; O96028; inhibition, % at 12.5 µM; in the data active = inhibition above about 50%
# Keap1 Nrf2 FP = inhibitors of human Keap1-Nrf2 protein-protein interaction | Q14145 | Keap1 Kelch-Nrf2 peptide fluorescence polarization, 1536-well | inhibition, % at 9.4 µM | hit rate 0.15% among 340,000; in the data active = inhibition above about 12%;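 note: human Keap1 Kelch domain with fluorescein labeled Nrf2 9mer peptide probe; 0% = neutral control wells and 100% = peptide positive control; higher means more block of Keap1 binding to Nrf2 peptide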
# Target sequence (Q14145 whole entry, looked up, the tested form may be a part): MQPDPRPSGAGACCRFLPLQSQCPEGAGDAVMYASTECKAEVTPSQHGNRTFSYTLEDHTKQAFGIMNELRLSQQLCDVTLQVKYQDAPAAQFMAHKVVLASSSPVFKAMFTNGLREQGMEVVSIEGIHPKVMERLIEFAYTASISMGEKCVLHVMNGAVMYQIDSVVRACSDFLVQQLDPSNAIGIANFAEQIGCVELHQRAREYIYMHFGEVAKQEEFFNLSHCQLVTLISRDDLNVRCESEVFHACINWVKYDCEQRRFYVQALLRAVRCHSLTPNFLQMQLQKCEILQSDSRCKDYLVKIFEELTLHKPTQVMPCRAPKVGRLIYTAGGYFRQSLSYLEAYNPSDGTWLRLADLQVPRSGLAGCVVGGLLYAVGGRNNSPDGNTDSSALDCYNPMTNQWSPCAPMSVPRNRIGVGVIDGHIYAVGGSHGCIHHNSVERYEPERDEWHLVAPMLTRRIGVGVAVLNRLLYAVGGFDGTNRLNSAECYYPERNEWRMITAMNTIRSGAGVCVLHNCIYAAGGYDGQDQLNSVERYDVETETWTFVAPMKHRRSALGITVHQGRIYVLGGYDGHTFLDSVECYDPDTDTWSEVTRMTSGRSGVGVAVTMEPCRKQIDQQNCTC
# PvdQ inh = P. aeruginosa PvdQ acylase inhibition. hit rate 0.063% among 340,000. purified PvdQ acylase, fluorescence plate reader. inhibition, % at 10 µM; in the data active = inhibition above about 30%, passing the limit was not always enough;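 note: 0% = vehicle neutral wells and 100% = reference inhibitor wells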
# DAGLB inhibitor = blocks human DAGLB lipase activity; Q8NCG7; HEK293T DAGLB membrane lysate, EnzChek fluorogenic substrate; inhibition, % at 5.17 µM; hit rate 0.059% among 340,000; AID 504411; in the data active = inhibition above about 34%;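 note: 0% = enzyme with vehicle and 100% = wells lacking enzyme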
# RTF Ca sens inh = cardiac RTF calcium desensitization; IANBD-labeled cardiac RTF, Ca2+ fluorescence; inhibition, % at 7.15 µM; P19429+P45379; AID 493244; hit rate 0.12% among 340,000;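 active = inhibition above the mean inhibition of all tested compounds plus 3 SD, cut at about 17% in these data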;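 note: assay run at fixed EC70 calcium of 1.6 mM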
# C-LANA FP = blocks KSHV LANA C-terminal domain binding to DNA | MBP-C-LANA/FAM-LBS DNA binding, fluorescence polarization | inhibition, % at 9 µM | hit rate 0.078% among 340,000;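 active = highest replicate inhibition at or above 60% at 9 µM, even if other replicates fall short; inactive = all replicates below 60% inhibition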;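 note: 0% = neutral control wells and 100% = 4 µM acridine orange control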
# SR-BI DiI-HDL act = SR-BI HDL lipid transfer activation. activation, % at 12.5 µM. hit rate 0.096% among 320,000. CHO ldlA[mSR-BI] cells, DiI-HDL uptake fluorescence, 3 h; 100 = double the neutral-control signal;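 active = mean replicate activation of at least 60% and every replicate at or above 60%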;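 note: 0% = median plate neutral-control signal and 100% = twice that signal; values of inactives mirror those of a sister screen read the other way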
#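 Material: SR-BI-overexpressing, LDLR-lacking CHO cells | Dosing: Single compound concentration, delivered by pin transfer | Probe or stimulus: Labelled HDL, 10 µg/mL | Signal: Bottom-read cell fluorescence after medium removal, ex 550/em 595 nm | Schedule: 3 h, 37 °C | Evaluation: HDL uptake via cellular fluorescence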
# SR-BI DiI inh = inhibitors of mouse SR-BI mediated HDL lipid uptake | ldlA[mSR-BI] CHO cells, DiI-HDL uptake fluorescence, 3 h | inhibition, % at 12.5 µM | hit rate 0.96% among 320,000;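 active = mean replicate inhibition of at least 70% and a set share of replicates each scoring 70 or more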;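 note: 0% = median of neutral control wells and 100% = median of positive control wells; values of inactives mirror those of a sister screen read the other way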
# PKA-R2B activ = PKA-R2B complex activation; P22694+P31323; PKA-R2B holoenzyme dissociation, Cy5-IP20 fluorescence polarization; R2B truncated from residue 108, S112A mutant; 0% DMSO only, 100% 113 µM cGMP; activation, % at 11.4 µM; hit rate 0.079% among 340,000;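 active = activation above a cutoff set at the mean over all compounds plus 3 SD, cut at about 18% in these data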;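 note: higher means more holoenzyme dissociation and a rise in polarization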
# Target sequence (P31323 whole entry, looked up, other chains not shown, the tested form may be a part): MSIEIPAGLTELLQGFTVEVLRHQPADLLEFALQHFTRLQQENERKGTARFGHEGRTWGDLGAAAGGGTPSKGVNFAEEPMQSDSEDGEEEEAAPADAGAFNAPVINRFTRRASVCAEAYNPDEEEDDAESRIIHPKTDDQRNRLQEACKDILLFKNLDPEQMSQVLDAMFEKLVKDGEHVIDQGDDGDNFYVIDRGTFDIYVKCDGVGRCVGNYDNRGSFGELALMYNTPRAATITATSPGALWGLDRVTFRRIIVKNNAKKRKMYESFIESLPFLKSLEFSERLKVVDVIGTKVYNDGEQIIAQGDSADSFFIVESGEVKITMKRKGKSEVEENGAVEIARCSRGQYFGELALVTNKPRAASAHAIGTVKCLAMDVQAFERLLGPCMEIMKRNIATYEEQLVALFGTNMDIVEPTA
# * = called active by the depositor; / = no result given.
SMILES,Arr AP2 block,NSD2 HMT inh,Keap1 Nrf2 FP,PvdQ inh,DAGLB inhibitor,RTF Ca sens inh,C-LANA FP,SR-BI DiI-HDL act,SR-BI DiI inh,PKA-R2B activ
Cc1ccc(C(=O)NCCn2ccc3ccccc32)cc1[N+](=O)[O-],34,2,2,2,-1,-1,0.6,0,0,11
CCCC(=O)Nc1nnc(-c2ccc3c(c2)OCCO3)o1,-25,-2,4,-10,-2,-25,2.3,-5,5,3
COc1ccc(NC(=O)Cn2c(=O)n(-c3ccc(OC)cc3OC)c(=O)c3c(C)c(C)sc32)cc1,-11,-1,-6,-7,-1,-19,-0.1,-17,17,-6
O=C(O)CCCCCNC(=O)c1ccncc1,-5,0,0,-15,0,-8,-0.3,36,-36,7
S=C(Nc1ccccc1)N1CCOCCOCCN(C(=S)Nc2ccccc2)CCOCCOCC1,1,1,-1,1,-4,-10,-1.6,8,-8,0
CC(C)(C)OC(=O)N1O[C@H]2CC1[C@@H]1[C@@H]2N=NN1CCc1ccncc1,-9,/,0,-4,1,-1,0.3,10,-10,-2
O=C(CCCc1nc2ccccc2s1)Nc1ccccc1,8,-13,-5,-15,0,-7,-1.0,-10,10,-5
c1ccc2c3c([nH]c2c1)C(C1CCCCC1)N(Cc1ncc[nH]1)CC3 (configuration not stated),-1,4,-4,-15,0,-6,0.8,-38,38,-10
Cc1[nH]c2ccccc2c1C(=O)C(=O)NCc1cccs1,7,8,5,2,-1,-3,0.6,4,-4,4
CN(C)C1(CNC(=O)C2CCN(S(=O)(=O)c3cccc(C(F)(F)F)c3)CC2)CCCCC1,-10,-1,-4,-10,0,-5,-0.3,13,-13,4
COC(=O)[C@]1(Cc2ccccc2)N[C@H](CN(C)C(=O)Nc2ccc(C(F)(F)F)cc2)[C@@H]2C(=O)N(C)C(=O)[C@@H]21,27,/,3,12,-4,9,0.5,8,-8,-2
O=C(CSc1nnc(-c2ccc3c(c2)OCO3)o1)Nc1ncc(C(F)(F)F)cc1Cl,5,/,-3,-6,-1,3,0.2,-8,8,-8
COc1ccc(OC)c(S(=O)(=O)NCC2CCCO2)c1 (configuration not stated),11,-1,0,12,1,3,-1.7,/,/,-1
CCOC(=O)NNC(=O)C12CC3CC(CC(C3)C1)C2,1,0,-7,8,-3,4,0.6,3,-3,-1
CN1CCC(OC(=O)Cc2ccc(Cl)cc2)CC1,5,3,-4,-11,0,-11,-2.6,21,-21,-5
COc1ccccc1CCC(=O)Nc1cccc(S(=O)(=O)N2CCCCCC2)c1,5,-2,-1,-3,-6,-4,-3.4,-60,60,-7
CC(C)(O)CCc1c(-c2ccc(O)cc2O)oc2c3c(cc(O)c2c1=O)OC(C)(C)C=C3,5,/,-3,3,3,3,-0.8,-21,21,10
CCC(=O)N1CCN(c2ccc(NC(=O)c3ccco3)cc2Cl)CC1,-2,21,0,-13,2,2,1.6,/,14,4
COc1ccc(N2CC(C(=O)Nc3ccc(S(=O)(=O)Nc4nccs4)cc3)CC2=O)cc1 (configuration not stated),45,4,1,-3,0,2,-0.2,0,0,-2
NS(=O)(=O)c1ccc(NC(=O)CN2C(=O)c3ccccc3C2=O)cc1,27,-1,-9,-15,0,-3,-1.1,/,/,-1
N#Cc1nc(-c2ccco2)oc1N1CCCC1,8,-3,1,-4,-4,-3,0.1,-6,6,-7
CCn1cc([N+](=O)[O-])c(C(=O)Nc2ccn(Cc3ccccc3F)n2)n1,6,2,2,1,0,3,-0.5,18,-18,10
C/C(Cl)=C\Cn1c(NCCc2ccccc2)nc2c1c(=O)n(C)c(=O)n2C,-19,/,-3,-8,0,-12,-0.3,-27,27,2
Cc1[nH][nH]c(=O)c1C(c1ccc(-c2cccc(Cl)c2)o1)c1c(C)[nH][nH]c1=O,4,/,-20,-7,0,-15,1.8,4,-4,8
COc1ccccc1N1C(=O)C2CCC(c3ccccc3)CC2C1=O (configuration not stated),-1,-2,-4,18,-6,-9,1.7,21,-21,-2
SMILES,Arr AP2 block,NSD2 HMT inh,Keap1 Nrf2 FP,PvdQ inh,DAGLB inhibitor,RTF Ca sens inh,C-LANA FP,SR-BI DiI-HDL act,SR-BI DiI inh,PKA-R2B activ
Cc1nc2nc(C)c(CCC(=O)N3CCN(c4ccccn4)CC3)c(C)n2n1,9,-4,-8,-6,-2,-2,1.1,30,-30,-12
COc1cc(NC(=O)Nc2cccc([N+](=O)[O-])c2)cc(OC)c1,31,1,1,0,-3,-10,1.4,-33,33,0
Cc1c(C)n2c(SCC(=O)NCc3ccc4c(c3)OCO4)nnc2[nH]c1=O,14,0,-1,5,-2,0,-0.9,10,-10,-3
O=S(=O)(c1cccc(C(F)(F)F)c1)N1CCN(c2ccccc2)CC1,-4,-2,-4,-12,-10,14,0.8,9,-9,-8
Cc1ccc(C)n1-c1ccc(C(=O)Nc2ccccc2)cc1,15,-1,-2,2,0,5,1.8,-42,42,3
Cc1onc(-c2ccccc2)c1C(=O)OCc1nnc(-c2ccc([N+](=O)[O-])cc2)o1,-4,8,8,-6,2,-6,4.6,-9,9,-2
Cn1cc(S(=O)(=O)N2CCCC2)cc1C(=O)Nc1cccc(C(F)(F)F)c1,29,-3,1,3,-2,1,-0.1,7,-7,-2
CC(=O)c1c(C)[nH]c(C(=O)CN(C)CC(=O)Nc2ccccc2Cl)c1C,-11,1,-2,-2,-3,-6,-1.6,14,-14,-17
CN(C)CCNC(=O)C(=O)NCC1OCCN1S(=O)(=O)c1ccc2c(c1)OCCO2 (configuration not stated),-2,1,1,-4,-2,3,1.4,/,/,-12
COc1ccc(-c2ccc(C)cc2)cc1[C@H]1[C@@H]2C=CCC[C@@]2(C)C(=O)N1Cc1ccccc1,-4,/,0,-8,-9,-29,0.2,-9,9,-6
N#C/C(=C\c1ccc(-c2cccc([N+](=O)[O-])c2)o1)C(=O)Nc1nc(-c2cccs2)cs1,32,14,2,1,5,-8,0.8,/,/,-4
Cc1sc2c(=O)n3c(nc2c1C(=O)NCCCN1CCOCC1)CCCCC3,0,-3,-10,-11,-5,-4,-3.7,14,-14,1
CC(C)(C)NC(=O)COc1coc(CN2CCN(C(=O)c3ccco3)CC2)cc1=O,14,-3,-5,-12,1,2,0.9,-4,4,-3
CC(C)(C)NCc1cc(Br)ccc1OCc1cccs1,10,-1,5,2,3,-5,-1.0,-14,14,-3
CCOC(=O)N1CCN(C(=O)C2CC(c3ccccc3OC)=NO2)CC1 (configuration not stated),-14,-2,2,-5,-2,-3,-0.6,3,-3,-4
COc1ccc(N(CC(O)Cn2c(C)nc3ccccc32)S(=O)(=O)c2ccc(C)cc2)cc1 (configuration not stated),2,0,-3,-15,-2,-4,-2.0,4,-4,-2
CC(=O)NC(Cc1ccc(F)cc1)C(=O)NC1CCN(C(=O)Nc2ccccc2C)CC1 (configuration not stated),32,-1,-2,-12,1,-2,-2.4,5,-5,-4
COc1ccccc1-c1noc(CCC(=O)Nc2cc(C(F)(F)F)ccc2Cl)n1,15,-2,-2,1,-7,-1,-0.8,14,-14,7
COc1cc(S(=O)(=O)N2CCN=C2c2ccccc2)ccc1Cl,2,0,3,-11,2,2,0.2,34,-34,-6
COc1cc(/C=C/c2noc(-c3ccccc3O)n2)ccc1OC(C)=O,8,-5,2,10,-4,-9,0.2,/,/,3
Cc1cc(Cl)ccc1OCC(=O)OCC(=O)N(CC(C)C)c1c(N)n(Cc2ccccc2)c(=O)[nH]c1=O,25,0,-3,-1,5,0,1.6,-41,41,2
N#Cc1c(-c2ccccc2)nc2n(c1=O)CCS2,-8,1,-6,-13,1,-14,-0.7,4,-4,8
CN(Cc1ccccc1)C(=O)c1cccc(NC(=O)Cc2ccc(NC(=O)C3CCCN(C(=O)C4CC4)C3)cc2)c1 (configuration not stated),12,/,-3,-17,-2,-5,-1.4,-66,66,2
CCO[C@@H]1OC(C(=O)NC2CC2)=C[C@H](c2c[nH]c3ccccc23)[C@H]1CCCO,22,/,0,-11,1,4,3.5,32,-32,-12
NS(=O)(=O)c1cccc(NC(=O)CSc2nc3ccccc3c(=O)n2CC2CCCO2)c1 (configuration not stated),2,-2,-4,-16,2,-14,-0.1,-3,3,-9

# Retrieved by compound from the entries so far, 3 records:
SMILES,Arr AP2 block,NSD2 HMT inh,Keap1 Nrf2 FP,PvdQ inh,DAGLB inhibitor,RTF Ca sens inh,C-LANA FP,SR-BI DiI-HDL act,SR-BI DiI inh,PKA-R2B activ
Cc1ccc(C(=O)NCCn2ccc3ccccc32)cc1[N+](=O)[O-],34,2,2,2,-1,-1,0.6,0,0,11
Cc1cc(Cl)ccc1OCC(=O)OCC(=O)N(CC(C)C)c1c(N)n(Cc2ccccc2)c(=O)[nH]c1=O,25,0,-3,-1,5,0,1.6,-41,41,2
CC(C)(C)NC(=O)COc1coc(CN2CCN(C(=O)c3ccco3)CC2)cc1=O,14,-3,-5,-12,1,2,0.9,-4,4,-3

# Next section
SMILES,Arr AP2 block,NSD2 HMT inh,Keap1 Nrf2 FP,PvdQ inh,DAGLB inhibitor,RTF Ca sens inh,C-LANA FP,SR-BI DiI-HDL act,SR-BI DiI inh,PKA-R2B activ
CCN1CCN(c2cc(C)c3cc(NC(=S)N4CCCC4)ccc3n2)CC1,28,13,-1,0,0,12,0.7,-30,30,-7
CCN(CC(=O)NCCC1=CCCCC1)S(=O)(=O)c1ccccc1,20,-1,0,3,-1,-1,0.4,-4,4,-13
Cc1cccc(OCC(=O)Nc2ccc3c(c2)nc2n3CCOC2)c1,-14,10,-4,-8,0,2,2.6,19,-19,-1
CCN(CC)C(=O)c1cc(-c2ccc(Br)cc2)on1,2,-5,-1,-10,-1,-1,0.1,-8,8,7
Cc1cc(=O)[nH]c(N2CCOCC2)n1,-25,-5,0,3,/,/,-0.4,7,-7,/
CC(C)(C)OC(=O)C[C@H]1C/C=C\C[C@@H](CC(=O)NCCO)C(=O)NC[C@H](c2ccccc2)OC1=O,2,/,-2,-14,0,-5,-0.9,0,0,-1
Cc1cccc(N2CCN(C(=O)CCc3nc4ccccc4c(=O)[nH]3)CC2)c1C,-6,1,-3,-11,0,1,1.2,-19,19,8
COc1ccc(N2C(=O)CC(NC3CC3)C2=O)cc1 (configuration not stated),4,-3,0,-9,-1,1,0.9,-7,7,-1
COCCCn1c(SCC(=O)Nc2ccccc2)nnc1-c1ccncc1,2,9,-6,15,5,-22,-1.0,21,-21,-4
CCCCOc1ccc(/C=C/C(=O)Nc2ccc([N+](=O)[O-])cc2C)cc1,4,-5,-6,-9,-4,-1,-1.8,-53,53,-11
COc1ccccc1NC(=O)c1ccc([N+](=O)[O-])cc1[N+](=O)[O-],5,-1,-6,-5,1,6,-0.5,-28,28,-5
CC1(C)Cc2c(sc3nc4n(-c5ccccc5)c(=O)c(CCC(=O)O)nn4c(=O)c23)CO1,-12,41,1,0,1,-2,-1.7,8,-8,0

# Compounds were not picked by outcome. Share with any hit: about 2.1%.
